High-throughput results as filed in PubChem BioAssay.
SW480 rerep: A quantitative high throughput screen for small molecules that induce DNA re-replication in SW480 colon adenocarcinoma cells | SW480 DNA re-replication, Hoechst DNA content imaging, 48 h | Potency, µM (titrated, usually from 46.1 µM), for inactives: top-dose re-replication activation, most hits filed as activators | 340,000 compounds, 1.8% hits | AID 624297, 2012; further: potency means the concentration at half of the fitted maximal effect; % of control where 0% means no effect; nearly all actives have a fitted effect of over 55% in size
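Per well, 250 cells were exposed to pinned compound for 48 hr. Nuclear DNA was visualised with Hoechst (40 min, 37 C) and total object intensity recorded by fluorescence scanning.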
HT1080 IDH1KD tx: qHTS for induction of synthetic lethality in tumor cells producing 2HG: qHTS for the HT-1080-IDH1KD cell line; HT-1080 IDH1 knockdown viability, ATP luminescence, 48 h; Potency, µM (series often up to 46.1 µM), without a hit: at the highest dose activity, negative = toxicity, actives largely listed as cytotoxic; 360,000 compounds, 2% hits; AID 686971, 2013;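 further: potency means the concentration at half of the fitted maximal effect; 0% = DMSO wells and -100% = cell-free medium wells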
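Cytotoxicity counter-line: IDH1KD HT-1080, 48 h, CellTiter-Glo. Curves classed by r2, magnitude and activity.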
HepG2 tox: qHTS for Inhibitors of TGF-b: Cytotox Counterscreen. Potency, µM (series often up to 46.1 µM), for inactives: at the highest dose activity change, negative = cytotoxicity, usual class: cytotoxic. 410,000 compounds, 0.76% hits. HepG2 CAGA-GFP viability, ATP luminescence, 18 h; further: potency means the concentration at half of the fitted maximal effect; some results filed as inactive show a strong effect at the top dose
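HepG2 CAGA-GFP cells (1000/well, DMEM with 1% FBS) received compound, then TGF-beta at 500 pg/mL final, and were incubated 18 hours at 37 degrees C. Viability was read by CellTiter-Glo luminescence. Media-only wells were set as complete cell-killing and DMSO as no toxicity.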
MCF10A rereplic: A quantitative high throughput screen for small molecules that induce DNA re-replication in MCF 10a normal breast cells | Potency, µM (highest dose often 46.1 µM), for inactives: at the highest dose activity, positive = re-replication, hits mostly activators | MCF 10A DNA re-replication, Hoechst nuclear intensity, 48 h | 350,000 compounds, 2.9% hits; further: potency means the concentration at half of the fitted maximal effect; % of control where 0% means no effect; nearly all actives have a fitted effect of over 50% in size
KB-3-1 tox: qHTS assay for MDR1-selective chemotherapeutics: Primary screen using the parental adenocarcinoma cell KB-3-1. KB-3-1 viability, CellTiter-Glo ATP luminescence, 72 h. AID 1347075, 2019. Potency, µM (doses to about 46.1 µM), for inactives: at the top dose activity change, negative = cytotoxic, hits mostly cytotoxic. 400,000 compounds, 1.4% hits; further: potency means the concentration at half of the fitted maximal effect; on the % scale 0 is the no-effect control and ±100 the full control effect; nearly all actives have a fitted effect of over 60% in size
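KB-3-1 parental drug-naive adenocarcinoma cells in DMEM/10% FBS, incubated 72 h at 37 C with pin-transferred compounds across a concentration series. Viability by CellTiter-Glo luminescence; concentration-response curves fitted after normalization.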
HT1080-NT tox: qHTS for induction of synthetic lethality in tumor cells producing 2HG: qHTS for the HT-1080-NT fibrosarcoma cell line | HT-1080-NT fibrosarcoma viability, CellTiter-Glo ATP luminescence, 48 h | Potency, µM (top dose mostly 46.1 µM), for the others: at the top dose activity, negative = less viability, hits mostly cytotoxic | 360,000 compounds, 1.6% hits;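 further: NT is the 2HG producing partner of a matched IDH1 knockdown line; potency means the concentration at half of the fitted maximal effect; 0% = DMSO-treated cells and -100% = media-only wells without cells; nearly all actives have a fitted effect of over 55% in size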
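Read-out is CellTiter-Glo luminescence after 10 minutes at room temperature, following 48 hours' compound treatment of HT-1080-NT cells (750 cells/well, RPMI, 5% FBS, 37 degrees C).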
ATXN2 expr inh: Primary qHTS for Inhibitors of ATXN expression. HEK-293 ATXN2-luciferase reporter, luminescence, 24 h. Potency, µM (doses to about 57 µM), for inactives: at the highest dose activity change, negative = inhibition, usual class: inhibitors. 360,000 compounds, 0.72% hits; further: potency means the concentration at half of the fitted maximal effect; on the % scale 0 is the no-effect control and ±100 the full control effect; nearly all actives have a fitted effect of over 55% in size
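qHTS (up to 57 uM final) was run with 24 h compound exposure of reporter cells at 37 °C. Each well was multiplexed: SteadyGlo luminescence measured ATXN2-luciferase expression after a fluorogenic Gly-Phe-AFC viability readout (25 uM final).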
S2 tox: Viability Counterscreen for Primary qHTS for Inhibitors of ATXN expression | S2 cells (HEK-293 line with an ATXN2-luciferase reporter) viability, CellTiter-Fluor protease fluorescence, 24 h | Potency, µM (doses to about 56.7 µM), actives largely listed as cytotoxic | 400,000 compounds, 0.49% hits; further: potency means the concentration at half of the fitted maximal effect; nearly all actives have a fitted effect of over 40% in size
IL1B secr inh: qHTS for Inhibitors of Inflammasome Signaling: IL-1-beta AlphaLISA Primary Screen; THP-1 LPS/ATP IL-1B secretion, AlphaLISA, 16 h; hits give low values; activity change, % at 57.5 µM; 360,000 compounds, 4.7% hits; in the data active means activity change below about -50%; inconclusive means mostly about -30% to -49%; further: on the % scale 0 is the no-effect control and ±100 the full control effect
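THP-1 cells pretreated 1 hr with compounds (up to 57.5 uM final), then stimulated with LPS (250 ng/mL final) plus ATP (1.25 mM final); secreted IL-1B measured by AlphaLISA after 16 hr, decreased signal indicating inhibition.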
* = called active by the depositor; i = inactive; ? = inconclusive; · = no result given; & = joins results of further samples; [ ] = remark or other dose. Unless noted, the call rests on the fitted dose curve; in most records, active means well fitted curve in the direction sought with a large enough effect; inconclusive means small, poorly fitted or top-dose-only effect, or another doubt; inactive means no such curve, though single readings can be large; an effect the other way counts as inactive or inconclusive.

SMILES	SW480 rerep	HT1080 IDH1KD tx	HepG2 tox	MCF10A rereplic	KB-3-1 tox	HT1080-NT tox	ATXN2 expr inh	S2 tox	IL1B secr inh
Cn1c2c(c(=O)n(C)c1=O)C(c1cccc([N+](=O)[O-])c1)Nc1ccccc1O2 (stereo unspecified)	5%	-4%	-2%	-13%	-8%	1%	1%	i	10
O=C(CSCc1ccccc1)Nc1ccc2c(c1)C(=O)NC2=O	16%	5%	0%	-4%	8%	-12%	1%	i	2
O=C(Cc1ccc(Cl)cc1)Nc1ccc(Cl)cn1	0%	-6%	-8%	-2%	-1%	0%	6%	i	-17
CC(=O)c1ccc(S(=O)(=O)Nc2ccc(Cl)c(S(=O)(=O)N3CCCC3)c2)cc1	-5%	1%	10%	2%	7%	-3%	0%	i	18
Oc1ccc(C[C@H]2CNC(=S)N2CC2CCCN2C[C@H](Cc2ccccc2)N2C[C@H](Cc3ccc(O)cc3)N(CC3CCCCC3)C2=S)cc1 (stereo partly specified)	·	26µM*	-52%	·	?	?	?	?	?
Cc1ccc(NC(=O)CN2C(=O)N/C(=C/c3ccccc3OCc3cccc(C(=O)O)c3)C2=O)cc1	6%	-4%	2%	2%	-4%	3%	43%[activator]	i	11
Cc1ccc2c(CC(=O)OCn3nnc4ccccc4c3=O)coc2c1	4%	19%	-2%	1%	-1%	14%	-5%	i	10
O=C(COC(=O)CNC(=O)C1CCCCC1)Nc1ccc(F)c([N+](=O)[O-])c1	-4%	-2%	1%	?	·	2%	-4%	i	-8
Cc1ccc(CCNC(=O)C2CCN(S(=O)(=O)c3cccc4nsnc34)CC2)cc1	-12%	2%	-10%	14%	-15%	1%	-4%	i	-10
CS(=O)(=O)N(Cc1ccc(C(=O)NCCSc2ccccn2)cc1)c1ccccc1	2%	-9%	-26%	10%	-9%	-22%	-7%	i	38
O=C(O)c1ccccc1Sc1ccccc1S(=O)(=O)NC1CCCCC1	-6%	6%	-45%	-13%	4%	17%	-16%	i	·
CC[C@@]1(C(=O)OC)N[C@H](CN(C)C(=O)c2ccc(C(C)(C)C)cc2)[C@@H]2C(=O)N(Cc3ccccc3)C(=O)[C@@H]21	-1%[9.22 µM]	3%	-4%	-12%	-25%	14%	4%	i	-20
CS(=O)(=O)Oc1ccc(Br)c2cccnc12	5%	17%	0%	2%	3%	10%	·	i	-14
CCOC(=O)/C=c1\s/c(=C\c2ccc(-c3ccccc3)cc2)c(=O)n1CC(=O)NCc1ccc2c(c1)OCO2	?	-2%	0%	?	?	0%	-5%	i	0
Cc1cc(NC(=O)c2cnn3cccnc23)nn1CC(=O)Nc1cccnc1	-3%	3%	-10%	0%	22%	9%	5%	i	-11
COc1ccc(CNC(=O)c2cc(S(=O)(=O)N3CCOCC3)cn2C)cc1	0%	-1%	1%	-3%	?	4%	-6%	i	-14
CC(=O)Nc1ccccc1C(=O)N1CCN(Cc2ccccc2)CC1	-37%[inhibitor]	12%	11%	-4%	1%	9%	·	i	0
CCOc1ccccc1NC(=O)NS(=O)(=O)c1ccc(C)cc1	-4%	12%	-1%	2%	2%	11%	1%	i	-6
Cc1ccc(S(=O)(=O)/N=C(\c2ccccc2)N(C)S(=O)(=O)c2ccccc2)cc1	-3%	-2%	-33%	4%	15%	1%	-9%	i	-21
CCn1c(=O)c(=O)[nH]c2cc(C(=O)NC3CC3)ccc21	-136%[inhibitor]	1%	-2%	-29%	3%	1%	1%	i	-7
COc1ccc2cc(CN(Cc3ccco3)Cc3nnnn3C3CCCCC3)c(=O)[nH]c2c1	?	?	-3%	35%	-2%	?	?	?	-51*
CC1Cn2cc(C(=O)Nc3cccc(C(F)(F)F)c3)c(=O)c3c(Cl)ccc(c32)O1 (stereo unspecified)	·	·	2%	·	-12%	·	-10%	i	·
O=S(=O)(Nc1ccc(F)cc1Cl)c1ccc(-c2cnc(C3CC3)o2)cc1	?	?	-54%	1µM*	1.2µM*	1.2µM*	·	i	40
C[C@H]1CN([C@@H](C)CO)C(=O)CCCn2nncc2CO[C@@H]1CN(C)Cc1ccccc1	·	4%	-4%	·	8%	2%	8%	i	22
CC(C)(C)SC(C(=O)N1CCOCC1)c1ccc(Br)cc1 (stereo unspecified)	7%	5%	-6%	?	-3%	16%	-10%	i	6
Cc1cn([C@H]2C[C@H](O)[C@@H](CNCC3=Cc4cc(O)ccc4OC3)O2)c(=O)[nH]c1=O	·	-1%	-14%	·	4%	-2%	-5%	i	-21
OC(c1ccc(CN2CCCCC2)cc1)c1ncc(-c2ccccc2F)[nH]1 (stereo unspecified)	·	-5%	-23%	·	0%	-13%	4%	i	-3
COc1cc(CNC(=O)c2ccc3c(c2)N(C)C(=O)C2CCCCN32)cc(OC)c1OC (stereo unspecified)	·	·	-17%	·	2%	·	10%	i	·
Cc1ccc(S(=O)(=O)c2cccc(S(=O)(=O)N3CCCC3)c2)cc1S(=O)(=O)N1CCCC1	-1%	-27%	-16%	13%	21µM*	?	-17%	i	-14
COc1ccc(CCNC(=O)C2C3CCC(C3)C2C(=O)O)cc1OC (stereo unspecified)	-4%	1%	1%	-8%	11%	-2%	-1%	i	14

Retrieved one by one from the entries so far (four):
SMILES	SW480 rerep	HT1080 IDH1KD tx	HepG2 tox	MCF10A rereplic	KB-3-1 tox	HT1080-NT tox	ATXN2 expr inh	S2 tox	IL1B secr inh
Cc1cc(NC(=O)c2cnn3cccnc23)nn1CC(=O)Nc1cccnc1	-3%	3%	-10%	0%	22%	9%	5%	i	-11
Cc1ccc(S(=O)(=O)/N=C(\c2ccccc2)N(C)S(=O)(=O)c2ccccc2)cc1	-3%	-2%	-33%	4%	15%	1%	-9%	i	-21
Cc1ccc2c(CC(=O)OCn3nnc4ccccc4c3=O)coc2c1	4%	19%	-2%	1%	-1%	14%	-5%	i	10
Cc1ccc(NC(=O)CN2C(=O)N/C(=C/c3ccccc3OCc3cccc(C(=O)O)c3)C2=O)cc1	6%	-4%	2%	2%	-4%	3%	43%[activator]	i	11

Following part.
SMILES	SW480 rerep	HT1080 IDH1KD tx	HepG2 tox	MCF10A rereplic	KB-3-1 tox	HT1080-NT tox	ATXN2 expr inh	S2 tox	IL1B secr inh
Cc1c(C(=O)NCc2ccccc2Cl)sc2nc3n(c(=O)c12)CCCCC3	·	·	-10%	·	7%	·	9%	i	·
COc1ccc(C(=O)NCC(=O)OCC(=O)N2CCCc3ccccc32)cc1	0%	11%	7%	14%	0%	9%	-25%[11.3 µM]	i	22
O=C(NCC1CCCCC1)c1cccc([N+](=O)[O-])c1	-2%	23%	0%	0%	-1%	16%	7%	i	21
CC1(C)CC(=O)C2=C(C1)NC1=C(C(=O)c3ccccc31)C2c1ccccc1 (stereo unspecified)	0%	-18%	-8%	16%	?	-5%	3%	?	-85*
COc1ccc(-c2csc(-n3ncc(-c4ccccn4)c3N)n2)cc1	-7%	13%	1%	15%	-1%	28%	-16%	i	-13
CCOc1ccc(NC(=O)NCCN2CCN(c3cccc(C)c3C)CC2)cc1	?	2%	-35%&-17%	-11%	-23%&-11%	1%	-15%&-7%	i	-3
CCNS(=O)(=O)c1ccc(NS(C)(=O)=O)cc1	-3%	1%	6%	-18%	-7%	5%	14%	i	-5
Cc1ccc(NC(=O)CCOc2ccccc2)c(C)c1	1%	-5%	0%	-1%	0%	-5%	·	i	?
CC(=O)c1ccc(N2CCN(C(=O)C3CCN(S(=O)(=O)c4cccs4)CC3)CC2)cc1	-3%	-7%	10%	?	-8%	-19%	-12%	i	16
c1ccc(CCNc2ncnc3c2cnn3-c2ccccc2)cc1	18µM*	-5%	-47%	?	1%	0%	88%[activator]	i	?
CC12CCC(C(N)C1=O)C2(C)C (stereo unspecified)	-7%	-1%	-3%	0%	11%	3%	-7%	i	3
CCCc1cc(=O)[nH]c(SCC(=O)NC2(C#N)CCCCC2)n1	-31%[inhibitor]	5%	-30%	4%	19%	9%	-3%	i	9
O=C(CNS(=O)(=O)c1c(Cl)cccc1Cl)N1CCCCCC1	0%	0%	2%	21%	?	0%	·	i	14
CC1NC(C)c2c(ccc3ccccc23)O1 (stereo unspecified)	?	-9%	-14%	121%	?	?	-18%	i	-19
C/C(=N/NC(=O)c1sc(=S)n(C)c1C)c1ccccc1	-5%	18%	0%	5%	-14%	11%	-10%	i	-27
CCCC(=O)Nc1ccc2nn(-c3ccc(CC)cc3)nc2c1	·	·	0%	·	10%	·	46%[activator]	i	·
CCOC(=O)c1c(C)n(CCOc2ccccc2)c2ccc(O)cc12	-2%	8%	4%	0%	-6%	9%	25%	i	13
CC1=C(C(=O)OC(C)C)C(c2ccc(N(C)C)cc2)C2=C(CC(C)(C)CC2=O)N1 (stereo unspecified)	18%	-18%	-17%	7%	-5%	-9%	?	i	-3
Cc1ccccc1N1C(=O)C(Oc2ccc(Cl)cc2)C1CNCC1CCCO1 (stereo unspecified)	?	1%	-2%	-16%	-2%	-5%	·	?	-13
COc1ccc(NC(=O)CN(C)C(=O)c2ccc(S(=O)(=O)Nc3ccccc3C)cc2)cc1	-7%	16%	2%	-2%	6%	14%	3%	?	7
O=C(CSc1ncccn1)NC(=O)Cc1ccccc1	-7%	15%	2%	-1%	-1%	10%	14%	?	9
CCC(C)NC(=O)C1c2ccccc2Oc2ccccc21 (stereo unspecified)	1%	9%	-10%	10%	2%	15%	-12%	i	-3
Cc1ccc2c(c1)-c1c(cnc3cc(-c4ccc(F)cc4)nn13)CO2	·	·	-3%	·	5%	·	14%	i	·
COc1ccc2oc(C(=O)OC(C)C(=O)Nc3ccc(N4CCOCC4)cc3)c(C)c2c1 (stereo unspecified)	-7%	-21%	-2%	?	8%	-9%	3%	i	?
